TNF necrop inh: inhibitors of TNF-alpha triggered necroptosis, primary screen, cell-based, Jurkat FADD-/-, single concentration; Jurkat FADD-/- TNF necroptosis rescue, ATP luminescence, 24 h; 0 = TNF only, 100 = no-TNF cells; activation (protection from cell death), % at 10 µM; hit rate 0.068% among 220,000; AID 463075, 2010;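 active means activation, meaning protection from cell death, of at least 50% relative to plate controls; inactive means activation below 50%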;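 further: necroptosis triggered by 40 ng/mL TNF-alpha added together with compound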
Rad51 HR inh: human RAD51 strand exchange inhibitors, primary screen, biochemical, fluorescence | AID 1385, 2008 | hRad51 DNA strand exchange, fluorescence dequenching | hit rate 0.085% among 200,000 | inhibition, % at 10 µM | DNA repair protein RAD51 homolog 1 (Homo sapiens), Q06609;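 active means inhibition above 40% at the single screening dose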;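 further: 0% = DMSO control wells and 100% = blanks with heterologous ssDNA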
Target sequence (Q06609 whole entry, looked up): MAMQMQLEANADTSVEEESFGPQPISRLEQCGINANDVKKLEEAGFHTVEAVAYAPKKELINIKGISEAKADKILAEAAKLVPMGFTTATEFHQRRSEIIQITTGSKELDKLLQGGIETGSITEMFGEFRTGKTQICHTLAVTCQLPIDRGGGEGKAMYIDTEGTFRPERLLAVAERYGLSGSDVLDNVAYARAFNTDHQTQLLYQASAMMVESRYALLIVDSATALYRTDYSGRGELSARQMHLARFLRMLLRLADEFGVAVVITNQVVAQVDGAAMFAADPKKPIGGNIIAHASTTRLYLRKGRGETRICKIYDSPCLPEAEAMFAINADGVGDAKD
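Test system: preformed human Rad51 ssDNA filaments; also added: Donor/quencher-labelled 47-bp dsDNA substrate; doses: 10 µM final, single point; times: 37 °C 15-min filament assembly, 30-min compound preincubation, 15-min exchange; detection: FRET fluorescence dequenching, excitation 485 nm, emission 520 nm; read-out basis: Fluorescence-based percent inhibition, control- and blank-normalised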
hK5 inh: human KLK5 protease inhibitors, primary screen, biochemical, 1536-well | Kallikrein-5 (Homo sapiens), Q9Y337 | recombinant hK5, fluorogenic AMC substrate cleavage | inhibition, % at 5 µM | hit rate 0.59% among 210,000;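 active means inhibition of 40% or more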;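 further: 0% = enzyme controls without compound and 100% = no-enzyme blanks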
Hck Nef HTS: inhibitors of Nef-activated human Hck kinase, primary screen, biochemical, Z-Lyte FRET, 384-well, Hck-YEEI; Tyrosine-protein kinase HCK (Homo sapiens), P08631; Recombinant Hck-YEEI plus Nef, Z-Lyte FRET kinase assay; inhibition, % at 20 µM; hit rate 0.68% among 220,000; AID 463187, 2010;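 active means Hck-Nef kinase inhibition above about 50%, limit read from the data; inactive means inhibition below that limit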;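 further: 0% = DMSO with Hck plus Nef and 100% = Hck alone without Nef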
FXIIa inh: human FXIIa protease inhibitors, primary screen, biochemical, 1536-well; purified FXIIa, Boc-QGR-AMC fluorogenic substrate, 2 h; inhibition, % at 5 µM; hit rate 0.3% among 220,000; Coagulation factor XII (Homo sapiens), P00748; in the data active means inhibition above about 40%;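 further: 0% = enzyme with no compound and 100% = blank without enzyme; many of its hits are not listed in these tables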
Target sequence (P00748 20-372 limits assumed): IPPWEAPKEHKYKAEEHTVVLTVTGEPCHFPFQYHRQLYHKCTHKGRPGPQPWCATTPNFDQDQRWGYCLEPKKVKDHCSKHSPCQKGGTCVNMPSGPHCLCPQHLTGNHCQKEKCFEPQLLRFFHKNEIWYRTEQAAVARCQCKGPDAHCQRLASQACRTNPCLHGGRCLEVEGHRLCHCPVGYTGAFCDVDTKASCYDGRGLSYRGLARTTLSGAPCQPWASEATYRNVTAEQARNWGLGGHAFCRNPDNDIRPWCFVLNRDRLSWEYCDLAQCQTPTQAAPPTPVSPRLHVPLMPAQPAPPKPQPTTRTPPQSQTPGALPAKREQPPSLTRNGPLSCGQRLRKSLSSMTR
Target sequence (P00748 373-615 limits assumed): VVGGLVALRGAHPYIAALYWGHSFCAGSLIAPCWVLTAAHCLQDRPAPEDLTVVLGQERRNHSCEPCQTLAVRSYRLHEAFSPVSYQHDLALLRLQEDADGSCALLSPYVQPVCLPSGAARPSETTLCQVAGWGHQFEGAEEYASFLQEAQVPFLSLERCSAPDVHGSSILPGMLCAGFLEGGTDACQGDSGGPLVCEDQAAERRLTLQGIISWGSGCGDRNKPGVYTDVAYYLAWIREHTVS
Cl transport mod: KCC2 cotransporter modulators, thallium flux, primary screen, cell-based, HEK293 KCC2, FluoZin-2 fluorescence, MLSMR; Solute carrier family 12 member 5 (Homo sapiens), Q9H2X9; KCC2 cells, thallium flux FluoZin-2 fluorescence; B-score of Tl+ flux slope (higher = more flux/activation; lower = inhibition) at 10 µM; hit rate 2.2% among 190,000; AID 1456, 2008;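 active means thallium flux slope and its plate-corrected score both differing from the plate sample mean at a set confidence after two filtering rounds, in either direction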;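 further: slope of fluorescence scaled to starting intensity during 10 to 20 s after thallium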
FXIa inh 1536: human FXIa protease inhibitors, primary screen, biochemical, 1536-well; inhibition, % at 5 µM; purified FXIa, Boc-Glu-Ala-Arg-AMC fluorogenic substrate; AID 798, 2007; hit rate 0.14% among 220,000; Coagulation factor XI (Homo sapiens), P03951;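 active means inhibition of at least 40%; inactive means inhibition below 40%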;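 further: fluorescence of freed AMC excited at 355 nm; 0% = enzyme without compound and 100% = no enzyme blank; many of its hits are not listed in these tables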
Thrombin inh: human alpha-thrombin inhibitors, primary screen, counter-screen for coagulation protease inhibitor project, biochemical, 1536-well, fluorogenic AMC substrate; AID 1046, 2008; Boc-VPR-AMC fluorogenic substrate cleavage; inhibition, % at 5 µM; hit rate 0.26% among 220,000;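 active means inhibition at or above 40%; inactive means inhibition below 40%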;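 further: 0% = enzyme with no compound and 100% = wells without enzyme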
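Assay system: human alpha-thrombin enzyme. Reagent: Boc-VPR-AMC substrate, 15 µM final. Compound dosing: one concentration per compound, 5 µM, with 0.2% DMSO. Incubation: room-temperature reaction. Technique: AMC fluorescence, 355/460 nm. Measure: % inhibition relative to enzyme controls and enzyme-free blanks.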
zVAD death inh: inhibitors of zVAD-triggered necroptosis, primary screen, L929 cells; L929 zVAD necroptosis rescue, ATP luminescence, 24 h; with zVAD 60 µM; viability rescue, % at 10 µM; hit rate 0.38% among 220,000;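 active means activation, scaled between plate controls, above about 75%, limit read from the data; inactive means activation under that limit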;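 further: 0% = zVAD with DMSO and 100% = DMSO alone without zVAD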
An asterisk follows results filed as active; . = not tested or not shown. An excerpt, so the mix of outcomes need not match the whole.

No.	SMILES	TNF necrop inh	Rad51 HR inh	hK5 inh	Hck Nef HTS	FXIIa inh
1	O=C(O)Cc1csc(NC(=O)CSc2cccc(C(=O)O)n2)n1	2.7	22	-2	12	-2
2	O=C(CSc1ccccc1)Nc1ccc(S(=O)(=O)NCC2CCCO2)cc1 (stereo unspecified)	1.2	2	-14	-1	-1
3	O=C(CC1C(=O)NCCN1Cc1ccc(Cl)c(F)c1)NCC1CCOCC1 (stereo unspecified)	3.6	-4	-2	6	7
4	O=C(c1cccs1)N1CCC(C(=O)N2CCN(Cc3ccc4c(c3)OCO4)CC2)CC1	-0.1	-7	31	12	30
5	CCOC(=O)c1nnn(-c2nonc2-n2cccc2)c1CN1CCCCC1	-0.3	-3	0	-1	1
6	C=CCc1cc(Cl)ccc1OCCCNCCO	5.6	7	5	21	12
7	Cc1ccc(C)c(S(=O)(=O)C(C#N)c2nc3ccccc3nc2N2CC(C)OC(C)C2)c1 (stereo unspecified)	-2.8	-5	0	3	18
8	Cc1cccn2c(=O)c(/C=C(\C#N)C(=O)NC3CCS(=O)(=O)C3)c(N3CCC(C)CC3)nc12 (stereo unspecified)	-0.1	.	-91	39	-21

No.	Cl transport mod	FXIa inh 1536	Thrombin inh	zVAD death inh
1	2.5	-1	-4	1.2
2	.	1	1	1.0
3	-6.8e-05	-3	-5	0.6
4	-0.74	30	8	-1.0
5	-0.61	-5	-2	0.3
6	0.63	1	-11	5.7
7	-1.7	3	1	0.0
8	-0.26	-12	-24	-0.4

Reprinted at random: two entries already listed, in no set order.
No.	SMILES	TNF necrop inh	Rad51 HR inh	hK5 inh	Hck Nef HTS	FXIIa inh
7	Cc1ccc(C)c(S(=O)(=O)C(C#N)c2nc3ccccc3nc2N2CC(C)OC(C)C2)c1 (stereo unspecified)	-2.8	-5	0	3	18
1	O=C(O)Cc1csc(NC(=O)CSc2cccc(C(=O)O)n2)n1	2.7	22	-2	12	-2

No.	Cl transport mod	FXIa inh 1536	Thrombin inh	zVAD death inh
7	-1.7	3	1	0.0
1	2.5	-1	-4	1.2

An excerpt from above, limited to TNF necrop inh:
entry | compound | TNF necrop inh
1 | O=C(O)Cc1csc(NC(=O)CSc2cccc(C(=O)O)n2)n1 | 2.7
2 | O=C(CSc1ccccc1)Nc1ccc(S(=O)(=O)NCC2CCCO2)cc1 (stereo unspecified) | 1.2
3 | O=C(CC1C(=O)NCCN1Cc1ccc(Cl)c(F)c1)NCC1CCOCC1 (stereo unspecified) | 3.6
4 | O=C(c1cccs1)N1CCC(C(=O)N2CCN(Cc3ccc4c(c3)OCO4)CC2)CC1 | -0.1

(list continues)
No.	SMILES	TNF necrop inh	Rad51 HR inh	hK5 inh	Hck Nef HTS	FXIIa inh
9	C=CCn1c(SCc2ccc(C(=O)Nc3ccccc3)cc2)nnc1-c1ccccc1	0.3	-3	-11	-2	10
10	CCOc1ccccc1C1C(C#N)=C(SCC(=O)OC)NC(=O)C1C(=O)OC (stereo unspecified)	-2.1	-5	-6	0	-3
11	COC(=O)CSc1nnc(CSc2nc(C)cc(C)n2)n1Cc1ccco1	-0.8	1	-18	1	10
12	COC(=O)c1nnn(CC(=O)NC(=O)Nc2ccccc2)c1C(=O)OC	0.6	17	15	2	14
13	CC(C)=CCN1CCN(Cc2cccnc2)CC1CCO (stereo unspecified)	0.2	-4	-2	24	6
14	CCc1cc2ccccc2nc1Cl	0.1	-1	0	20	8
15	CC(C)(O)[C@H](O)COc1c2ccoc2cc2oc(=O)ccc12	1.7	8	11	-1	8
16	CN1N=C(C(=O)N2CCN(c3ccc([N+](=O)[O-])cc3)CC2)CCC1=O	1.2	0	-17	2	4

No.	Cl transport mod	FXIa inh 1536	Thrombin inh	zVAD death inh
9	.	0	2	-0.4
10	0.5	-9	-6	0.1
11	2.4	35	2	0.5
12	0.37	30	-1	0.0
13	0.036	-6	-9	1.1
14	-1	-2	-2	2.2
15	0.32	10	-1	12
16	-0.088	6	-5	-0.4

(cont.)
No.	SMILES	TNF necrop inh	Rad51 HR inh	hK5 inh	Hck Nef HTS	FXIIa inh
17	Cn1c(SCC#N)nc2ccccc2c1=O	0.9	2	-1	10	9
18	COc1ccc(/C=N/n2c(-c3cc(C)[nH]n3)n[nH]c2=S)cc1OC	1.5	11	0	3	1
19	O=C(CNc1cc(S(=O)(=O)N2CCOCC2)ccc1N1CCCC1)N1CCc2ccccc21	2.2	31	11	21	8
20	COC(=O)c1[nH]c2cccc(OC)c2c1NC(=O)CCN1CCN(c2ccccc2F)CC1	-1.8	0	-10	0	-8
21	O=C(Nc1ccc(Oc2ccc(NC(=O)Nc3ccc([N+](=O)[O-])cc3)cc2)cc1)Nc1ccc([N+](=O)[O-])cc1	-18	13	0	19	6
22	CCN(CC(=O)NC1CCS(=O)(=O)C1)S(=O)(=O)c1ccc(C)cc1C (stereo unspecified)	0.3	6	-14	3	16
23	O=C(CN1CCCC1)Nc1c(C(=O)C2CC2)oc2ccccc12	0.6	2	-4	0	5
24	Nc1cc(OCC(F)(F)F)cc([N+](=O)[O-])c1	-0.7	.	-10	5	9

No.	Cl transport mod	FXIa inh 1536	Thrombin inh	zVAD death inh
17	1.1	0	0	1.2
18	-0.54	-4	-5	1.0
19	0.096	1	-10	0.5
20	.	-11	-4	1.8
21	0.79	-1	-2	18
22	1.6	4	-5	0.9
23	-1.1	-4	-8	-0.7
24	0.68	8	3	0.4

Some values from the results shown:
entry 19 @ FXIIa inh = 8
entry 20 @ FXIa inh 1536 = -11
entry 22 @ Thrombin inh = -5

The results go on:
No.	SMILES	TNF necrop inh	Rad51 HR inh	hK5 inh	Hck Nef HTS	FXIIa inh
25	OCCCNc1c2c(nc3cc(-c4ccc(Cl)cc4)nn13)CCC2	-0.3	.	.	-13	11
26	CC(=O)c1ccc(N2CCN(C(=O)c3ccc4c(=O)n(-c5ccccc5)c(=O)[nH]c4c3)CC2)cc1	-1.4	1	-13	0	5
27	O=C(CN1CCN(c2ccc(F)cc2)CC1)NCc1cccs1	0.6	-3	-12	-3	1
28	CC(C)c1ccccc1NC(=O)COC(=O)c1cc(=O)[nH]c(=O)[nH]1	-0.8	0	-3	3	7
29	c1ccc(OCCCn2nnc(-c3ccc(N4CCOCC4)cc3)n2)cc1	-2.5	5	-14	-1	9
30	CS(=O)(=O)N1CCC(C(=O)N2CCN(c3ccc(F)cc3)CC2)CC1	-1.1	.	2	10	5
31	O=C(Nc1nnc(SCc2ccc(F)cc2)s1)c1cccnc1Cl	1.0	0	-1	17	7
32	CC1CCN(CCCCOc2ccccc2Br)CC1	2.0	4	11	1	2

No.	Cl transport mod	FXIa inh 1536	Thrombin inh	zVAD death inh
25	-0.13	10	-4	0.9
26	0.72	6	-1	-0.1
27	-0.052	-6	4	0.9
28	1.3	-6	-7	2.2
29	.	-2	-2	-0.1
30	-0.14	-1	1	0.2
31	-2	-2	-1	2.0
32	0.15	4	-9	0.0

The list goes on.
No.	SMILES	TNF necrop inh	Rad51 HR inh	hK5 inh	Hck Nef HTS	FXIIa inh
33	CCOC(=O)c1cnn2c(N)c(C#N)nnc12	-0.8	8	-12	2	13
34	COc1cccc(-c2ccc(SCC(=O)N3CCOCC3)nn2)c1	-1.0	.	18	-6	10
35	Cc1ccccc1C(=O)NC(=S)Nc1ccc(Oc2ccc(Cl)cc2)cc1	-6.4	5	-10	0	-2
36	O=C(CCCNC(=O)/C(=C/c1ccccc1F)NC(=O)c1ccccc1)OCc1ccccc1	3.1	.	-25	1	6
37	COc1ccc(N(CC(=O)N2CCCCC2)S(=O)(=O)c2c(C)nn(C)c2C)cc1	-0.3	5	-7	0	33
38	CC1(C)CC(NC(=O)CCC2CCCC2)CC(C)(C)N1	-0.5	0	-1	7	4
39	CCOC(=O)CSc1nnc(CSc2nc3sc4c(c3c(=O)[nH]2)CCCC4)n1-c1ccccc1	-0.6	-1	-11	1	-1
40	CSc1cccc(NC(=S)N(Cc2ccc(C)cc2)Cc2cccnc2)c1	-0.4	2	-16	3	7

No.	Cl transport mod	FXIa inh 1536	Thrombin inh	zVAD death inh
33	.	2	-4	0.2
34	.	3	2	-0.6
35	.	-7	-14	0.2
36	-1.8	4	-10	0.6
37	.	12	-1	0.4
38	-0.36	4	-9	0.0
39	-0.45	-5	-1	0.0
40	0.21	-1	5	0.0

(further entries)
No.	SMILES	TNF necrop inh	Rad51 HR inh	hK5 inh	Hck Nef HTS	FXIIa inh
41	CC(O)CNc1ccc([N+](=O)[O-])cc1S(=O)(=O)N1CCOCC1 (stereo unspecified)	-0.3	-3	2	23	11
42	CN1CCN(C(=O)C2CC(=O)N(c3ccc(F)c(Cl)c3)C2)CC1 (stereo unspecified)	1.6	3	-30	2	8
43	C(#Cc1ccccc1)C[N+]1(CC#Cc2cccc3ccccc23)CCOCC1	2.0	0	2	25	9
44	CCc1c(C)nc2ncnn2c1N1CCC(C(=O)Nc2cccc(C(C)=O)c2)CC1	-2.5	7	-5	1	19
45	COC(=O)c1ccccc1NC(=O)CN(C)Cc1ccccc1	0.3	-3	-2	20	4
46	CCOc1ccccc1NC(=O)c1ccc(Cl)c(NC(=O)CC(c2ccccc2)c2ccccc2)c1	-2.3	1	-4	0	4
47	COc1cccc(N(C(=O)Cn2nnc(-c3ccc(Cl)cc3)n2)C(C(=O)NCC2CCCO2)c2ccc(C)cc2)c1 (stereo unspecified)	0.5	-5	5	23	9
48	CCOc1ccc(C2C(C(=O)O)c3ccccc3C(=O)N2CCN2CCOCC2)cc1 (stereo unspecified)	0.3	-4	3	0	7

No.	Cl transport mod	FXIa inh 1536	Thrombin inh	zVAD death inh
41	0.63	4	0	1.1
42	.	-3	-12	0.2
43	0.11	8	-9	2.5
44	0.42	1	-5	2.4
45	-0.46	-2	-3	-0.8
46	.	-9	-4	0.1
47	.	2	-5	-1.7
48	-0.42	0	0	0.0

Screening data (PubChem)
